Assay outcomes as filed in PubChem.
NR3A LBD binder: NR3A (human) ligand-binding domain modulation | NR3A LBD differential scanning fluorimetry, Tm shift; 0% = protein alone, 100% = glycine-bound protein | Tm shift relative to glycine control, % at 25 µM | hit rate 2.5% among 340,000 | AID 1259313;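 active = melting temperature shift of at least 10% of the positive control shift, at one fixed dose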
MPTP block: permeability transition pore inhibition. isolated mouse mitochondria, Ca2+ swelling absorbance, 30 min. inhibition, % at 10 µM. hit rate 1.4% among 360,000. AID 602449;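 active = inhibition of 50% or more, scaled per plate between neutral and stimulator controls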;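 also: 0% = DMSO wells given calcium and 100% = 1 mM EGTA wells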
APJ antag: APJ receptor antagonism | CHO-K1 APJ beta-arrestin complementation, luminescence | hit rate 0.32% among 330,000 | inhibition, % at 20 µM;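 active = inhibition above about 40% at 20 µM, limit read from the data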;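 also: cells challenged with 10 nM apelin-13 agonist together with compound; plate controls were apelin-13 plus DMSO wells for no effect and DMSO wells lacking apelin-13 for full effect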
Target sequence (P35414 whole entry, looked up): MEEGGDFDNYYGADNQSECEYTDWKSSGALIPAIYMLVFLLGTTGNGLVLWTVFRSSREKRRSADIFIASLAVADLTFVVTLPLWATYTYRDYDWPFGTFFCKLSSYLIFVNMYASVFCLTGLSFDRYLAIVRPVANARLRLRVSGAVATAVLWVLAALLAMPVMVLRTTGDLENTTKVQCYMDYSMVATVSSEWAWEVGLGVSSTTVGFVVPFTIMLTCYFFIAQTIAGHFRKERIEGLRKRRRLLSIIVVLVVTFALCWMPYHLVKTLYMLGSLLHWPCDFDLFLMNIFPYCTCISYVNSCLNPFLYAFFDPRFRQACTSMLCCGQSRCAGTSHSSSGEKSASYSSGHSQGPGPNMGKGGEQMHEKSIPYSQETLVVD
MIN6 prolif: MIN6 beta-cell proliferation induction; MIN6 cells proliferation, ATPlite luminescence, 48 h; cells starved in 0.2% serum; 100% = growth in 10% serum; proliferation, % at 10 µM; hit rate 0.29% among 330,000; AID 2380;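 active = compounds whose signal lies at least 3.5 SD above the mean of all wells on their plate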;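 also: 0% = DMSO-treated cells in low-serum medium and 100% = 10% serum control; some compounds called inactive have numbers as strong as hits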
TIM10 inh: inhibits growth of TIM10 yeast strain; S. cerevisiae TIM10 strain growth, BacTiter-Glo luminescence, 24 h; inhibition, % at 10 µM; hit rate 1.4% among 330,000;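 active = inhibition of 40% or more at the single tested concentration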;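 also: wild-type TIM10 isogenic control strain grown at permissive 25 °C; 0% = DMSO yeast wells and 100% = minimal medium wells without yeast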
APJ agonist: APJ receptor agonism; P35414; CHO-K1 APJ PathHunter beta-arrestin, luminescence; 0% DMSO wells, 100% apelin; activation, % at 20 µM; hit rate 0.11% among 330,000; AID 2520;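 active = activation more than six SD over the plate average, tested at 20 µM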;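 also: 0% = DMSO alone and 100% = apelin-13 at 10 nM; some results filed as inactive read as strong as hits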
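Incubation: overnight seeding, 90 min compound at 25 °C, 1 h detection; test system: PathHunter CHO-K1 APJ (AGTRL-1) beta-arrestin reporter cells; amount: 1000 cells/well; doses: one dose, 20 µM compound, 1% DMSO; measured by: beta-gal luminescence; measure: agonist-driven arrestin binding to APJ; benchmarks: negative DMSO alone, positive Apelin-13 at 10 nM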
tim10-1 inh: inhibits growth of tim10-1 mutant yeast; S. cerevisiae tim10-1 ts strain growth, BacTiter-Glo, 24 h; inhibition, % at 20 µM; hit rate 2.2% among 330,000; AID 463190;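 active = inhibition of at least 40%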;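 also: mutant grown at 25 °C; 0% = DMSO wells with yeast and 100% = wells holding no yeast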
tim23-1 inh: tim23-1 yeast growth inhibition. S. cerevisiae tim23-1 growth, BacTiter-Glo luminescence, 24 h. inhibition, % at 20 µM. hit rate 1.3% among 330,000. AID 463212;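 active = growth inhibition of the mutant yeast at or above 50%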;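 also: temperature-sensitive mutant grown at 25 °C; plate controls were DMSO-treated mutant yeast for no effect and medium wells lacking yeast for full effect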
NALP3 yeast inh: blocks the NALP3 inflammasome reconstituted in yeast; Yeast reconstituted NLRP3/ASC/caspase-1, beta-gal luminescence, 24 h; inhibition, % at 10 µM; hit rate 0.39% among 330,000;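 active = inhibition of 50% or more; inactive = inhibition below 50%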;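 also: plate controls were induced DMSO wells for no effect and uninduced yeast grown without galactose for full effect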
* marks the source's active call; other numbers are inactive results; . = no result given. Compounds were not picked by outcome; any-hit rate near 7.2%.

SMILES	NR3A LBD binder	MPTP block	APJ antag	MIN6 prolif	TIM10 inh	APJ agonist	tim10-1 inh	tim23-1 inh	NALP3 yeast inh
Cc1ccc2ncnc(-c3ccccc3)c2c1	-1	-1.5	10	3	1	0	8	-1	12
CC(C)(C)CN1CCNC(=O)C1CC(=O)NC1Cc2ccccc2C1 (stereo unspecified)	2	0.8	2	-3	7	-2	17	13	18
O=C(CSc1n[nH]c(=O)n1C1CC1)Nc1ccc(Cl)c(Cl)c1	-2	1.5	-9	-3	-9	-3	-3	1	-2
COC(=O)c1ccc(CSc2nc3ccc(Cl)cc3[nH]2)o1	-2	.	16	1	12	4	20	30	16
Cc1ccc2ccccc2c1Cn1c(-n2ccnc2)nc2c1c(=O)n(C)c(=O)n2C	-2	-1.4	-7	-1	15	-1	37	10	10
O=C(O)COc1ccc(-c2nccc(-c3ccccn3)n2)cc1	2	0.3	-1	-1	2	-2	-2	1	5
Cc1ccc(S(=O)(=O)/N=C(/Nc2ccc3[nH]c(=O)[nH]c3c2)c2ccc(F)cc2)cc1	-1	-0.1	16	3	7	-1	8	0	-14
O=S(=O)(c1ccc(NCc2ccccc2)cc1)N1CCOCC1	0	0.1	-1	0	4	5	18	13	12
COc1cc(C(=O)OC(C)CN2CCCC2)cc(OC)c1OC (stereo unspecified)	1	1.1	15	-1	5	4	13	8	10
O=c1cc(N2CCCCC2)c(-c2ccccc2)nn1Cc1c(Cl)cccc1Cl	-1	3.2	-21	-4	11	2	19	24	13
Cc1ccc(S(=O)(=O)CCC(=O)NCCc2ccc(Cl)cc2)cc1	0	0.8	0	0	-1	-4	1	8	11
N=C1C(c2nc3ccccc3s2)=C(O)CN1Cc1ccccc1	-1	0.8	-19	-1	-42	-2	3	-18	4
O=[N+]([O-])c1ccc2c(OCc3nnc(-c4ccccc4Br)o3)ncnc2c1	-4	1.6	-72	-4	45*	7	-21	32	4
CCOc1cc(O)c(-c2[nH]ncc2-c2nc(C)cs2)cc1CC	-6	12	-22	-5	32	-4	22	18	-5
O=C(C1CCCO1)N1CCN(C(=S)Nc2ccccc2C(F)(F)F)CC1 (stereo unspecified)	0	-1.8	-13	-3	-13	-1	-14	-8	-5
COc1ccc(C(=O)NCCC2=CCCCC2)cc1OC	0	-7.1	-11	-3	-9	0	-6	-2	25
COc1ccc(-c2noc(C3CCCN(C(=O)c4cccs4)C3)n2)cc1 (stereo unspecified)	4	-1.6	22	-2	20	-3	14	13	3
FC(F)(F)Oc1ccc(-c2cn3cccnc3n2)cc1	2	2.3	-24	-3	-20	9	-12	13	37
CCOC(=O)CSc1nc2c(c(=O)[nH]c(=O)n2C)n1CCCc1ccccc1	-4	-3.2	14	0	16	3	22	16	-8
CCOC(=O)c1ccc(N2C(=O)CC(Sc3ncccn3)C2=O)cc1 (stereo unspecified)	-2	0.3	14	0	7	-2	32	27	23
COc1ccc(NC(=O)[C@H](C)NC(N)=O)cc1S(=O)(=O)Nc1cc(C)ccc1Br	0	-0.4	5	-4	2	-3	-5	9	10
CCNC(=S)N1CCC(C(N)=O)CC1	-2	2.5	11	0	-10	-1	10	13	8
O=C(CN(Cc1ccco1)S(=O)(=O)c1ccccc1)N/N=C/c1ccccc1C(=O)O	-2	0.0	7	-2	-9	-1	0	18	28
N#CCC(=O)N/N=C/c1ccc(Sc2nc3ccccc3s2)o1	-5	1.4	3	-6	16	-3	22	7	1
CC(=O)Nc1cc[n+](C(C)C(=O)c2ccccc2)cc1 (stereo unspecified)	0	-0.7	-20	-1	10	-3	7	13	7

Results in MPTP block and APJ agonist, for four of the compounds above:
mol	MPTP block	APJ agonist
COc1ccc(NC(=O)[C@H](C)NC(N)=O)cc1S(=O)(=O)Nc1cc(C)ccc1Br	-0.4	-3
CCNC(=S)N1CCC(C(N)=O)CC1	2.5	-1
O=C(CN(Cc1ccco1)S(=O)(=O)c1ccccc1)N/N=C/c1ccccc1C(=O)O	0.0	-1
N#CCC(=O)N/N=C/c1ccc(Sc2nc3ccccc3s2)o1	1.4	-3

Carrying on:
SMILES	NR3A LBD binder	MPTP block	APJ antag	MIN6 prolif	TIM10 inh	APJ agonist	tim10-1 inh	tim23-1 inh	NALP3 yeast inh
CCc1cccc(NC(=O)COC(=O)C2CCN(c3ccc(C(F)(F)F)cn3)CC2)c1	13*	-0.6	1	-3	10	-2	37	41	39
Cc1ccc(S(=O)(=O)Nc2ccc(S(=O)(=O)Nc3nccs3)cc2)cc1C	-1	0.2	-8	0	1	-3	8	17	0
O=C(CN1C(=O)NC2(CCOc3ccccc32)C1=O)NCC(F)(F)F (stereo unspecified)	-1	-0.3	16	0	-4	0	-1	7	3
O=C(c1ccccc1NS(=O)(=O)c1ccc(F)cc1)N1CCCCC1	1	-0.4	15	-3	13	1	27	21	3
CCC1CCCCN1CCCNC(=O)c1ccc(CS(=O)(=O)c2ccccc2C)o1 (stereo unspecified)	0	0.1	-13	-1	-7	4	-5	-5	9
COc1ccc(CN2CCCCC2C(=O)Nc2ccc(OC)c(OC)c2)cc1OC (stereo unspecified)	0	-0.9	-1	-1	18	-2	24	10	12
O=C(CC1Sc2ccccc2NC1=O)Nc1cccnc1 (stereo unspecified)	3	0.9	12	1	9	0	14	10	-5
O=C(NCCCNC(=O)c1c(F)cccc1F)c1c(F)cccc1F	-1	0.2	4	-3	-6	-2	7	10	10
COc1cc(/C=N/NC(=O)C2=NNC(=O)C2C)ccc1O (stereo unspecified)	1	0.7	0	1	25	-4	-6	10	-8
COc1cccc(NC(=O)Cc2nc(-c3ccccc3)sc2-c2ccc(C)cc2)c1	3	30	-10	-3	-6	-4	19	12	15
O=C(Nc1ccccc1C(=O)NC(Cc1ccccc1)C(=O)NC1CCCCC1)c1ccccc1 (stereo unspecified)	-1	2.8	0	-5	30	-3	24	16	27
Cc1ccc(OCc2cc(C(=O)NCCn3cccn3)no2)cc1C	1	-1.4	1	2	16	-5	4	9	28
COC(=O)/C(=C/c1ccco1)NC(=O)c1ccccc1	-3	0.9	23	0	-4	1	9	18	16
O=C(Nc1cccc(F)c1)c1cc(S(=O)(=O)N2CCC(C(=O)O)CC2)ccc1F	-2	-1.7	25	-2	-15	-5	10	21	-7
COc1ccc(CNC(=O)C2CC(c3ccccc3[N+](=O)[O-])=NO2)cc1 (stereo unspecified)	-3	-0.1	-38	-6	-5	-4	-11	15	13
COCCCNC(=O)Cn1cnc(C(=O)Nc2ccc(C)c(C)c2)n1	-1	0.4	.	.	-13	.	14	34	.
COc1ccc(-c2nc(CS(=O)CC(=O)NCC3CCCO3)c(C)o2)cc1 (stereo unspecified)	-4	-0.5	9	-1	-7	3	9	11	-6
COc1ccc(NC(=O)C2CCCN(S(=O)(=O)c3ccc4[nH]c(=O)ccc4c3)C2)cc1OC (stereo unspecified)	2	-1.8	9	-2	-1	4	5	1	6
O=C(CSc1ccccc1)NN1C(=O)c2ccccc2C1=O	-3	0.6	9	-1	4	-3	15	14	4
CCOC(=O)c1cnc(Nc2nc3ccccc3o2)nc1C	0	-1.7	29	-6	20	-8	30	32	13
CCOC(=O)CSc1nnc(NC(=O)CN2CCN(C=O)CC2)s1	-1	-0.3	19	1	-6	0	2	8	16
O=C(Nc1cccc(Cl)c1)Nc1nc(-c2ccccc2)cs1	31*	94*	-18	-4	-35	6	-24	-19	21
CCOC(=O)C(=O)Nc1nc(-c2ccccc2)c(CC)s1	2	1.2	-10	3	6	-6	16	34	19
CCN(CC)C(=O)[C@H]1C[C@H](CC(=O)NCCCOC)C(=O)N2CCc3c([nH]c4cc(CCC(=O)N(C)C)ccc34)[C@]12C	-2	0.5	.	.	6	.	19	31	.
Cc1ccc(OCCCCn2c(CO)nc3ccccc32)cc1	-5	2.3	-3	-2	-7	-2	8	10	0
New compounds follow.
SMILES	NR3A LBD binder	MPTP block	APJ antag	MIN6 prolif	TIM10 inh	APJ agonist	tim10-1 inh	tim23-1 inh	NALP3 yeast inh
Cc1ccc(C(=O)NCC2CCCN2S(=O)(=O)c2cccs2)cc1C (stereo unspecified)	-1	-0.7	22	5	10	0	19	28	14
Cc1ccc(Cn2c(CN3CCOCC3)nc3c2c(=O)[nH]c(=O)n3C)cc1	-2	-2.0	18	-2	1	-3	9	3	13
Cc1ccccc1-n1nc(-c2cccnc2)cc1C(=O)N/N=C/c1ccncc1	0	0.8	5	-2	1	0	15	8	11
Cc1cccc(C)c1NC(=O)CNC(=O)C1CC(=O)N(Cc2ccccc2)C1 (stereo unspecified)	-1	1.3	-54	-3	12	10	-2	12	10
CCOC(=O)c1nnc(-c2ccccc2)nc1Oc1ccccc1Cl	0	0.6	-2	-4	39	-3	34	53*	31
CCN(Cc1ccccc1)C(=O)COC(=O)c1c(C)nsc1NC	-1	-1.2	-1	0	7	-2	6	25	19
Cc1ccc2sc(NNC(=O)C3=COCCO3)nc2c1C	1	-0.9	-23	-1	9	-2	-53	-4	7
COc1cccc(OCCCCN2CCCCC2)c1	1	-1.6	-5	3	10	3	-13	5	28
CCn1c(SCCC#N)nnc1-c1ccncc1	-2	0.9	-19	-2	-1	-3	-11	2	-1
CCOC(=O)N1CCN(Cc2nc3cc(NC(C)=O)ccc3n2C)CC1	1	-0.8	-4	8	3	-5	-13	10	-18
CCCc1cc(=O)oc2cc(C)cc(OCC(=O)N3CCC(C(N)=O)CC3)c12	-2	-0.2	2	-1	0	1	4	14	-5
CCOc1ccccc1NC(=O)Nc1ccsc1C(=O)OC	-1	-0.2	-4	1	16	1	29	22	35
O=C(Nc1nncs1)c1cc(-c2ccncc2)nc2ccc(Cl)cc12	-30	-0.8	-26	1	-4	6	19	22	14
CN(CC(=O)NCc1ccc(F)cc1)S(=O)(=O)c1ccc2c(c1)c(=O)n(C)c(=O)n2C	1	-0.9	9	-2	5	4	12	16	7
CN(CCC1CCOCC1)C(=O)CC1C(=O)NCCN1Cc1c(F)cccc1Cl (stereo unspecified)	2	0.0	-1	0	3	2	-3	1	27
CC1CCN(C(=O)c2[nH]cnc2C(=O)N[C@H](C)c2ccccc2)CC1	-1	-2.2	5	-1	4	-5	9	6	5
CC(C)Nc1nc(NC(C)C)nc(Oc2ccc(=O)n(C)n2)n1	0	-0.1	-3	-2	2	-1	-6	15	9
C=CCNc1nc(Cl)nc(Nc2ccc([N+](=O)[O-])cc2)n1	0	0.6	12	2	6	-5	13	0	7
Cc1ccccc1OCC(O)CNC1CCC(NCC(O)COc2ccccc2C)CC1 (stereo unspecified)	-1	3.6	-27	-5	-221	-1	-184	-145	7
COc1ccccc1N(CCC#N)C(=O)CSc1nc(-c2ccccc2)cn1N	-2	0.3	4	-2	-13	-5	15	14	20
CCCOc1cc(CC(=O)NCc2ccco2)ccc1OC	0	-0.1	-15	-2	-9	-4	-3	10	5
COc1cc2ccccc2cc1C(=O)NC(=S)Nc1ccc(C(=O)O)cc1	2	-0.2	11	3	-47	-4	-9	22	17
CCOC(=O)c1c(NC(=O)c2c(Br)cnn2C)c(C#N)nn1-c1ccccc1	-1	2.0	2	-1	-7	3	-22	28	13
COc1ccc(NC(=O)Nc2cccc3c2O[C@@H](CN(C)S(=O)(=O)c2cn(C)cn2)[C@@H](C)CN([C@H](C)CO)C3=O)cc1	-1	-2.1	6	-4	1	-2	-1	8	12
COC(=O)c1ccc(COC(=O)c2[nH]c(C)c(C(C)=O)c2C)o1	0	40	6	-2	5	-2	8	7	20
